Screening results: PubChem BioAssay, Sanford-Burnham Center for Chemical Genomics
EBI2 block: blocks human EBI2 receptor beta-arrestin signaling | 360,000 tested, 0.81% active | EBI2 beta-arrestin recruitment, luminescence, 7a,25-OHC stimulated | inhibition, % at 5 µM | AID 651636 | P32249; in the data active means inhibition above about 38%;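 further: enzyme fragment complementation signal reports receptor beta-arrestin coupling in cells; 0% = agonist plus DMSO wells and 100% = wells without agonist; some results beyond the cut were filed as inactive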
CHOP UPR activ: apoptotic UPR (CHOP) activation; CHO-CHOP luciferase reporter, luminescence; percent of tunicamycin response over DMSO baseline; activation, % at 10 µM; 330,000 tested, 0.34% active; AID 449763;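 active means at 10 µM dose, activation of 40% or more, normalized to positive control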;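 further: 100% = tunicamycin at 10 µg/mL and 0% = DMSO alone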
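measured by = luciferase luminescence | assay system = CHO-CHOP cells, stable luciferase reporter of PERK-eIF2a-CHOP signalling | amount = 500 reporter cells seeded per well | timing = 6 h compound exposure at 37 °C after overnight seeding | controls = positive tunicamycin 10 µg/mL, negative DMSO alone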
UPR XBP1 act: adaptive UPR (XBP1) activation | CHO-XBP1 luciferase reporter, IRE1-XBP1 UPR activation, luminescence; percent of tunicamycin response, DMSO as zero | 330,000 tested, 0.33% active | activation, % at 20 µM;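 active means versus positive control, 20 µM dose yields 30% or more activation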;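 further: 100% = tunicamycin at 10 µg/mL and 0% = DMSO only wells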
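Material: CHO-XBP1 cells stably carrying IRE1-XBP1-driven luciferase reporter | Medium: F12 with 10% serum | Compound dosing: 20 µM single concentration, DMSO 1% | Incubation: Overnight seeding at 37 °C, 6 h compound treatment at 37 °C | Detection: Steady-Glo luminescence read | Read-out basis: % activation of reporter signal versus tunicamycin and DMSO controls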
Gli-Sufu block: Gli-Sufu pathway antagonism; 340,000 tested, 0.74% active; Sufu-KO-LIGHT fibroblasts, Gli luciferase reporter luminescence; inhibition, % at 5 µM; AID 588413;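 active means inhibition above about 55%, limit read from the data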;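 further: 0% = DMSO-treated cells and 100% = wells with medium but no cells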
CCR6 antag: blocks CCL20-driven beta-arrestin recruitment at human CCR6; P51684; CHO-K1 CCR6 PathHunter beta-arrestin, luminescence, CCL20-stimulated; inhibition, % at 20 µM; 340,000 tested, 0.49% active; AID 493098;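 active means compounds whose inhibition of the agonist-driven luminescence signal at 20 µM reaches about 50%, limit read from the data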;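 further: cells stimulated with CCL20 at 14 nM final; plate controls were DMSO with CCL20 for no effect and DMSO without agonist for full effect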
Jurkat NFkB inh: inhibitors of the PMA/ionomycin-induced NF-kB reporter in Jurkat cells; 330,000 tested, 0.53% active; PMA/ionomycin-induced NF-kB luciferase reporter, luminescence; AID 435003; inhibition, % at 4 µM; in the data active means inhibition above about 50%
CXCR6 inh: CXCR6 (human) receptor inhibition; O00574; CHO-K1 PathHunter CXCR6 beta-arrestin, luminescence; inhibition, % at 20 µM; 360,000 tested, 0.36% active; AID 602244; in the data active means inhibition above about 34%, passing the limit was not always enough;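 further: antagonist mode with CXCL16 agonist at 10 nM final; 0% = 10 nM CXCL16 with DMSO and 100% = unstimulated wells without agonist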
697 NFkB inh: inhibitors of the PMA/ionomycin-induced NF-kB reporter in 697 B cells | 330,000 tested, 0.33% active | inhibition, % at 4 µM | 697 B-cell NF-kB luciferase reporter, 16 h | AID 435022; in the data active means inhibition above about 35%
Mdm2-MdmX inh: inhibitors of human Mdm2/MdmX interaction | inhibition, % at 8 µM | SaOS-2 split-luciferase Mdm2/MdmX complementation, luminescence | O15151+Q00987 | 330,000 tested, 3% active;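 active means inhibition of at least 50% at 8 µM in the primary screen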
Target sequence (O15151 whole entry, looked up): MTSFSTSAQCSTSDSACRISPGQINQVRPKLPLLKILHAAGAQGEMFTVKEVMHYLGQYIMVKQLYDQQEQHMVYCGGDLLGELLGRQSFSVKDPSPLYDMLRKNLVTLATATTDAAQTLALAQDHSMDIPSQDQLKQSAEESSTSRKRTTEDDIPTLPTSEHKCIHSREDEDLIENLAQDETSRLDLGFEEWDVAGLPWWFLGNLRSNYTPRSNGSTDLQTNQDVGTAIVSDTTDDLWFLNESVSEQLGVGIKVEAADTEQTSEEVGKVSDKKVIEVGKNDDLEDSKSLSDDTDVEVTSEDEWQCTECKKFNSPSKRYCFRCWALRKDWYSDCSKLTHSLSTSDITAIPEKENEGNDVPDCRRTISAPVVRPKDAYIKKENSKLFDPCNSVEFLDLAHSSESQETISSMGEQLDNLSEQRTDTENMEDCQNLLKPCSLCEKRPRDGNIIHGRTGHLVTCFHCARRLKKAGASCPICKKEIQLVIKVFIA
Target sequence (Q00987 whole entry, looked up): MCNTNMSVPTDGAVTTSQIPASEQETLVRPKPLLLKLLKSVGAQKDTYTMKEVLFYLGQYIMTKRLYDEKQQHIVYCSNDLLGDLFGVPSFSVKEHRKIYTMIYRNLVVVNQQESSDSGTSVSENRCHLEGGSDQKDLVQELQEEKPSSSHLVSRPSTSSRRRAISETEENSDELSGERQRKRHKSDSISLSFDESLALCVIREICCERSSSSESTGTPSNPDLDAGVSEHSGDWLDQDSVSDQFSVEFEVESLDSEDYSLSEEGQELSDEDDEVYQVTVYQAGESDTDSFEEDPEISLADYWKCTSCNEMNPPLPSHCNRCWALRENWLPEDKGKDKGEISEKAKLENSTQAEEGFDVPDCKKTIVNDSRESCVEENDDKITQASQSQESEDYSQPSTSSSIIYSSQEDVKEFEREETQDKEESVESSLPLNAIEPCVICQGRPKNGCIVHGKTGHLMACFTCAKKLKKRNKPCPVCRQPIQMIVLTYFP
Numbers without * were called inactive; nt = not tested or not shown.

SMILES	EBI2 block	CHOP UPR activ	UPR XBP1 act	Gli-Sufu block	CCR6 antag	Jurkat NFkB inh	CXCR6 inh	697 NFkB inh	Mdm2-MdmX inh
Cc1cc(C)c(OCC(=O)N(Cc2ccc(N(C)C)cc2)C2CCS(=O)(=O)C2)c(C)c1 (configuration not stated)	21	-0.8	2	-1	9	-12	0	-17	0
O=C(CSc1nc(C2CCCCC2)nc2ccccc12)NCc1ccc2c(c1)OCO2	8	-2.3	-4	6	8	8	4	-14	38
CC1Cc2nc(SCC(=O)N3CCc4ccccc43)n(C)c(=O)c2S1 (configuration not stated)	-9	-1.6	3	4	-7	11	3	-2	12
O=C(Nc1nnc(-c2cccs2)o1)c1cc(-c2ccccc2)nc2ccccc12	-5	1.0	4	-5	15	3	13	1	48
CCc1cccc2c(SCC(=O)NCC3CCCO3)nc(-c3ccc(F)cc3)nc12 (configuration not stated)	1	2.3	0	0	8	3	2	-5	47
CC(=O)c1cc(C#N)c(SCc2ccccn2)nc1C	2	6.0	4	19	9	-44	10	-29	-35
O=C(Nc1cnc2ccccc2c1)c1cccnc1	-8	1.6	-1	nt	-3	-94	-3	-138	-52
Cc1nc2cc(C)c(C)cc2o1	9	nt	nt	-7	1	nt	6	nt	nt
C=CCn1c(SCC(=O)NC(=O)NC)nnc1C1CCCCC1	6	-2.8	-1	1	17	-5	3	5	13
CC(C(=O)O/N=C(\N)c1ccccn1)c1ccc([N+](=O)[O-])cc1 (configuration not stated)	-16	-0.1	-4	-5	4	-23	10	10	8

Just CXCR6 inh (5 entries from above):
| SMILES | CXCR6 inh |
| --- | --- |
| CCc1cccc2c(SCC(=O)NCC3CCCO3)nc(-c3ccc(F)cc3)nc12 (configuration not stated) | 2 |
| CC(=O)c1cc(C#N)c(SCc2ccccn2)nc1C | 10 |
| O=C(Nc1cnc2ccccc2c1)c1cccnc1 | -3 |
| Cc1nc2cc(C)c(C)cc2o1 | 6 |
| C=CCn1c(SCC(=O)NC(=O)NC)nnc1C1CCCCC1 | 3 |

The main list resumes, repeating the two entries before the break.
SMILES	EBI2 block	CHOP UPR activ	UPR XBP1 act	Gli-Sufu block	CCR6 antag	Jurkat NFkB inh	CXCR6 inh	697 NFkB inh	Mdm2-MdmX inh
C=CCn1c(SCC(=O)NC(=O)NC)nnc1C1CCCCC1	6	-2.8	-1	1	17	-5	3	5	13
CC(C(=O)O/N=C(\N)c1ccccn1)c1ccc([N+](=O)[O-])cc1 (configuration not stated)	-16	-0.1	-4	-5	4	-23	10	10	8
COc1ccc(NC(=O)Nc2ccc3c(c2)C(=O)N([C@@H](C)CO)C[C@@H](C)[C@@H](CN(C)S(=O)(=O)c2cccs2)O3)cc1	4	1.6	-4	16	17	7	-4	15	29
O=C(Cc1ccc(F)cc1)Oc1ccc(C(=S)N2CCCC2)cc1	-2	1.5	-3	0	8	2	-9	-5	3
O=C(O)c1cc(S(=O)(=O)N(Cc2ccccc2)c2cccc(C(F)(F)F)c2)ccc1Cl	-4	1.4	-10	14	6	14	-2	4	-3
COc1ccc(C(CCNC(C)c2ccccc2)C(C)C)cc1 (configuration not stated)	-8	-1.6	1	-22	5	4	1	8	55*
COc1ccc(CC(=O)Nc2nc(-c3ccc(OC)c(OC)c3)cs2)cc1OC	12	1.2	0	29	-9	-13	-1	-5	42
COc1ccc(-n2c(C)n[nH]c2=O)cc1OC	0	1.8	0	13	0	-2	8	-4	19
Nc1nnnn1NCc1cccc(OCc2ccccc2)c1	-2	1.5	-1	0	-12	3	9	-24	1
CN(CCc1ccccn1)C(=S)Nc1ccc(Cl)cc1Cl	-6	-0.7	-1	-16	3	-23	-8	-4	-14
CC(=O)n1nc(-c2ccccc2)nc1NCc1ccc(N(C)C)cc1	-5	4.1	-2	-49	7	-104	-5	-29	-38
CCCCC(O)(CCCC)C(=O)N/N=C(\C)c1ccc(Cl)cc1	3	-0.6	-2	2	22	13	0	-4	7
Cc1cccc(NC(=O)COC(=O)c2ccc([N+](=O)[O-])o2)c1C	-24	-2.3	0	4	-15	-14	-12	16	18
N#C/C(=C\c1cn(Cc2ccc(F)cc2)c2ccccc12)C(=O)NCc1ccco1	-3	-1.5	0	-8	-4	3	5	-4	44
COc1ccccc1CNC(=O)CSc1nc(N)c(C#N)c(-c2cccs2)c1C#N	8	1.8	-1	3	26	3	4	-24	17
Cc1c(C(=O)NC2CCN(Cc3ccccc3)C2)oc2c(Cl)cccc12 (configuration not stated)	0	-1.2	-3	-5	18	-8	-2	2	23
C/C(=N\NC(=O)COc1ccc([N+](=O)[O-])cc1)C(C)(C)C	-6	-0.6	-3	-4	15	4	2	8	14
NC(=O)CSc1nnc(NC(=O)c2ccc(S(=O)(=O)N3CCCCC3)cc2)s1	1	-0.5	-2	0	11	7	8	18	12
O=C(Cn1nc2sc3ccccc3n2c(=O)c1=O)c1ccc(Cl)cc1	nt	0.0	2	-2	9	-4	nt	6	22
CCCOc1ccc(/C=c2\sc3ncnn3c2=O)cc1	5	1.5	2	1	-6	8	-2	16	13
O=C(C1=C[C@H](C2CCCCC2)C[C@H](OCCCCO)O1)N1CCN(Cc2ccc3c(c2)OCO3)CC1	19	2.0	-1	11	24	6	7	-8	7
Cc1ccc(-n2nnnc2-c2cnc(N3CCCC3)nc2C(F)(F)F)cc1	20	0.4	0	41	18	-7	6	-54	1
Cc1c(NC(=O)CC2NC(=O)NC2=O)c(=O)n(-c2ccccc2)n1C (configuration not stated)	nt	1.5	-1	nt	nt	12	nt	9	7
Cc1ccccc1OC(=O)Cn1c(C(F)(F)F)nc2ccccc21	-18	-1.5	-4	2	2	-11	0	-24	-3
O=C(c1cc2cc(Br)ccc2o1)N1CCCC1	13	4.1	-1	-34	4	-16	-2	-2	-23
S=C1NCN(Cc2cccnc2)CN1c1cccc2ccccc12	-2	1.9	-4	17	6	1	-4	10	20
C[C@H](CO)N1C[C@H](C)[C@H](CN(C)S(=O)(=O)c2ccccc2)Oc2ccc(NC(=O)NC3CCCCC3)cc2CC1=O	-9	2.0	-1	9	4	1	-10	15	-4
Cn1c(=O)c(NC2CCCCC2)c2c3c(cccc31)C(=O)c1ccccc1-2	12	-0.1	-3	4	-3	20	4	5	16
CN(C)c1ccc(C2Nc3ccccc3C(=O)N2NS(=O)(=O)c2ccccc2)cc1 (configuration not stated)	7	3.3	-3	-7	11	-47	-6	-46	-1
COC(=O)C1=C(C)N(CCCC(=O)O)C(=O)NC1c1cccs1 (configuration not stated)	1	-1.6	-1	5	12	3	-4	10	7
COc1ccccc1C(=O)N/C(=C/c1ccc(Br)cc1)C(=O)NCC(=O)O	0	2.7	-1	2	12	11	6	4	4
CCOC(=O)C(Cc1ccccc1)NC(=O)CCc1c(C)nc2ncnn2c1C (configuration not stated)	5	1.6	-3	-3	-20	-10	8	14	-2

Copied from the list.
COc1ccc(NC(=O)Nc2ccc3c(c2)C(=O)N([C@@H](C)CO)C[C@@H](C)[C@@H](CN(C)S(=O)(=O)c2cccs2)O3)cc1 | CHOP UPR activ: 1.6
O=C(Cn1nc2sc3ccccc3n2c(=O)c1=O)c1ccc(Cl)cc1 | Jurkat NFkB inh: -4
CC(C(=O)O/N=C(\N)c1ccccn1)c1ccc([N+](=O)[O-])cc1 (configuration not stated) | CHOP UPR activ: -0.1
CC(=O)c1cc(C#N)c(SCc2ccccn2)nc1C | Gli-Sufu block: 19

Later entries.
SMILES	EBI2 block	CHOP UPR activ	UPR XBP1 act	Gli-Sufu block	CCR6 antag	Jurkat NFkB inh	CXCR6 inh	697 NFkB inh	Mdm2-MdmX inh
O=C(c1ccco1)N1CCN(C(c2ccccc2)c2nnnn2C2CCCC2)CC1 (configuration not stated)	-11	-1.9	-4	3	-9	2	-3	16	-3
CN(C)CCCOC(=O)Cc1ccc(Cl)cc1	-6	-0.9	-3	3	-1	18	4	-7	-8
CSc1nnc(C)c(=O)n1COC(=O)COc1ccc(Cl)cc1Cl	-7	0.2	-4	-2	-1	-17	-4	-17	-10
O=C(NC1CCCC1)C(c1ccncc1)N(C(=O)Cc1cccs1)c1ccccc1 (configuration not stated)	0	-1.7	2	5	10	8	3	-1	25
Cc1ccc(NC(=O)CN(C)C(=O)c2cc3ccccc3o2)cc1	-12	-1.2	-2	0	9	5	-2	-1	2
COC(=O)C(C(=O)OC)C(C[N+](=O)[O-])c1ccc(O)c(OC)c1 (configuration not stated)	-5	-0.1	0	-5	-1	0	1	0	-18
Cc1cccc(-n2nnnc2SCC(=O)NC2CCCC2)c1	-4	-1.9	-1	5	6	13	13	14	1
COC(=O)C(NS(=O)(=O)c1ccccc1Br)C(C)C (configuration not stated)	-14	-1.1	0	-13	4	10	10	26	20
O=C(Nc1ccc2ccccc2c1)c1ccc(NS(=O)(=O)c2ccc(Br)s2)cc1	44*	4.6	0	-8	1	-22	-7	-26	-17
CCn1cc(CN2CCC(C(=O)Nc3cccc(-c4cccc(OC)c4)c3)CC2)cn1	0	0.0	-2	14	-4	-1	2	-6	8
O=C(Nc1ccnn1C1CCN(Cc2ccccc2OC(F)F)CC1)c1cccc(F)c1	0	1.2	-2	23	9	-6	6	-7	30
CCN1C(=O)CSc2ccc(C(=O)NC3CCCCC3)cc21	-1	1.5	1	8	-13	1	1	23	-1
CC(OC(=O)c1cc(Br)ccc1O)C(=O)NC1(C#N)CCCCC1 (configuration not stated)	10	-0.9	0	11	16	-4	-2	6	16
O=C(CNS(=O)(=O)c1ccccc1)NCC(=O)OCc1ccc(Cl)cc1	-5	1.7	-2	4	6	9	-4	14	6
CCC/C(=C1/c2ccccc2C(=O)N1c1ccccc1)c1ccc(O[C@@H]2CCCCO2)cc1	2	-1.2	-1	15	27	14	6	-22	28
Cc1cc(N2CCC(C)CC2)n2nc(C)c(-c3ccccc3)c2n1	-1	1.1	-1	-9	17	-21	-2	-31	31
COc1ccc(S(=O)(=O)c2cnc3ccccc3n2)cc1	-13	-2.6	-1	6	0	5	-2	-1	36
COc1cnc(-c2ccccn2)nc1Oc1ccccc1	-10	-1.2	0	2	3	10	4	3	-11
Cc1nnc(SCC(=O)N2CCCC2)n1-c1ccc(F)cc1	1	-0.2	0	0	-4	-21	-6	-21	10

Compounds as they come; about 5% have a hit in one of these screens.
